Bioassay records from PubChem BioAssay.
HepG2 tox = qHTS for Inhibitors of TGF-b: Cytotox Counterscreen; HepG2 CAGA-GFP viability, ATP luminescence, 18 h; Potency, µM (top dose mostly 46.1 µM), without a hit: top-dose activity change, negative = cytotoxicity, usual class: cytotoxic; 410,000 compounds, 0.76% hits; AID 588856, 2011; further: some results filed as inactive show a strong effect at the top dose
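HepG2 CAGA-GFP cells (1000/well, DMEM with 1% FBS) received compound, then TGF-beta at 500 pg/mL final, and were incubated 18 hours at 37 degrees C. Viability was read by CellTiter-Glo luminescence. Media-only wells were set as complete cell-killing and DMSO as no toxicity.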
A549 tox = Nrf2 qHTS screen for inhibitors: counterscreen for cytotoxicity | AID 504648, 2011 | A549 ARE-Fluc cells, CellTiter-Fluor viability, 18-24 h | 390,000 compounds, 0.16% hits | Potency, µM (series often up to 46 µM), inactives show top-dose activity change, negative = cytotoxicity, most hits filed as inhibitors; further: on the % scale 0 is the no-effect control and ±100 the full control effect
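Cytotoxicity counterscreen: CellTiter-Fluor fluorescence was measured in A549 ARE_Fluc cells after 18-24 h of compound exposure in a concentration series. The subsequent BugLite luminescent read reports ARE-luciferase activity.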
ATXN viability = Viability Counterscreen for Primary qHTS for Inhibitors of ATXN expression; S2 cells (HEK-293 line with an ATXN2-luciferase reporter) viability, CellTiter-Fluor protease fluorescence, 24 h; Potency, µM (top dose mostly 56.7 µM), most hits filed as cytotoxic; 400,000 compounds, 0.49% hits; further: nearly all actives have a fitted effect of over 40% in size
TGFb inhibitor = qHTS for Inhibitors of TGF-b. HepG2 CAGA-GFP TGF-b/SMAD3 reporter, GFP fluorescence, 18 h; TGF-beta stimulated, 500 pg/mL final. Potency, µM (highest dose often 46.1 µM), inactives show at the top dose activity, negative = inhibition, most hits filed as inhibitors. 410,000 compounds, 1.2% hits; further: on the % scale 0 is the no-effect control and ±100 the full control effect; nearly all actives have a fitted effect of over 65% in size
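Cell-based qHTS in HEPG2 carrying a CAGA-GFP Smad reporter; compounds added before 500 pg/mL final TGF-beta, 18 h incubation at 37 degrees C, GFP fluorescence quantified per cell by imaging cytometry.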
Nrf2 block = Nrf2 qHTS screen for inhibitors; A549 ARE-Fluc reporter, luciferase luminescence, 18-24 h; Potency, µM (top dose mostly 46 µM), for the others: top-dose activity change, negative = inhibition, hits mostly inhibitors; 360,000 compounds, 2.1% hits; AID 504444, 2011; further: on the % scale 0 is the no-effect control and ±100 the full control effect; nearly all actives have a fitted effect of over 60% in size
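A549 ARE_Fluc cells (5000/well, 5% FBS OPTI-MEM) pre-incubated 2 h, then treated with compounds 18-24 h at 37C/5% CO2 in concentration-response. CellTiter-Fluor viability read first; BugLite luciferase luminescence after 15 min at room temperature gives Nrf2 activity.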
Nrf2 activator = qHTS of Nrf2 Activators | AREc32 ARE-luciferase reporter (MCF7-derived line), luminescence, 24 h | Potency, µM (titrated, usually from 46.1 µM), for inactives: top-dose activation, actives largely listed as activators | 410,000 compounds, 0.31% hits | AID 624171, 2012; further: % of control where 0% means no effect; nearly all actives have a fitted effect of over 65% in size
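ARE-driven firefly luciferase activity in AREc32 cells measured after a 24 hr compound exposure at 37 deg C, using Steady-Glo reagent and a 30 min room-temperature hold.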
MCF10A rereplic = A quantitative high throughput screen for small molecules that induce DNA re-replication in MCF 10a normal breast cells | MCF 10A DNA re-replication, Hoechst nuclear intensity, 48 h | Potency, µM (doses to about 46.1 µM), for inactives: at the top dose activity, positive = re-replication, most hits filed as activators | AID 624296, 2012 | 350,000 compounds, 2.9% hits; further: % of control where 0% means no effect; nearly all actives have a fitted effect of over 50% in size
ATXN2 expr inh = Primary qHTS for Inhibitors of ATXN expression. HEK-293 ATXN2-luciferase reporter, luminescence, 24 h. Potency, µM (top dose mostly 57 µM), for the others: at the top dose activity change, negative = inhibition, actives largely listed as inhibitors. 360,000 compounds, 0.72% hits. AID 1745845, 2022; further: on the % scale 0 is the no-effect control and ±100 the full control effect; nearly all actives have a fitted effect of over 55% in size
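qHTS (up to 57 uM final) was run with 24 h compound exposure of reporter cells at 37 °C. Each well was multiplexed: SteadyGlo luminescence measured ATXN2-luciferase expression after a fluorogenic Gly-Phe-AFC viability readout (25 uM final).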
EPAC2 antagonist = qHTS for Antagonist of cAMP-regulated guanine nucleotide exchange factor 2 (EPAC2): primary screen; Potency, µM (series often up to 114 µM), for the others: at the top dose activity, negative = inhibition, actives largely listed as inhibitors; Rap guanine nucleotide exchange factor 4 (Homo sapiens), Q8WZA2; EPAC2 GEF exchange of Rap1B-BODIPY-GDP, fluorescence; 360,000 compounds, 0.18% hits; AID 720708, 2013; further: on the % scale 0 is the no-effect control and ±100 the full control effect; nearly all actives have a fitted effect of over 45% in size; many of its hits are not listed in these tables
Target sequence (Q8WZA2 whole entry, looked up): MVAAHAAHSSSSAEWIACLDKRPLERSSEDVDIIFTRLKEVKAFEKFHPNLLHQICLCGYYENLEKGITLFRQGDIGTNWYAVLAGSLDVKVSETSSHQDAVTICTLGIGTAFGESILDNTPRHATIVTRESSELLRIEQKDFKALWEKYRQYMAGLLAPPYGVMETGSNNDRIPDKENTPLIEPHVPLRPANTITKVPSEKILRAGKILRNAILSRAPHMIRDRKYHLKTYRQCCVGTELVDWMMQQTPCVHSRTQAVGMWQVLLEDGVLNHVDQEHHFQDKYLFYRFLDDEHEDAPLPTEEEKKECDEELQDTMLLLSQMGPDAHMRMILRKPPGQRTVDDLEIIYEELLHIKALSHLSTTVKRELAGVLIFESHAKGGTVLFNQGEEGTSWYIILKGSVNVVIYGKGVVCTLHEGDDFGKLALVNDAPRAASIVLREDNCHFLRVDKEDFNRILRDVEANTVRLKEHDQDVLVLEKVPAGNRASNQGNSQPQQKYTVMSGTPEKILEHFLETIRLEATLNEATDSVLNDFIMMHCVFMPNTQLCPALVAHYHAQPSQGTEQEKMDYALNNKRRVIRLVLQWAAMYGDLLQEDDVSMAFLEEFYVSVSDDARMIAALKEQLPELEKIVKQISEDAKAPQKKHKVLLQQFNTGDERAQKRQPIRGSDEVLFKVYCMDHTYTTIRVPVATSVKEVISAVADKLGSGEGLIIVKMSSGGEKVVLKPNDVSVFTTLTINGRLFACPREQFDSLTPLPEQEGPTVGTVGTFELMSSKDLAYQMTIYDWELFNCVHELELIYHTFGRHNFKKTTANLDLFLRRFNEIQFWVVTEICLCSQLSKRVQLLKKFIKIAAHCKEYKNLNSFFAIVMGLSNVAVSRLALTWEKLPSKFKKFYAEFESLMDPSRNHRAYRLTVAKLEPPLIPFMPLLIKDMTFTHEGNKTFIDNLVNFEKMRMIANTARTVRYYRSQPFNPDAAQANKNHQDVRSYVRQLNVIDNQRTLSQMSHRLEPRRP
* = called active by the depositor; i = inactive; ? = inconclusive; . = not tested or not shown; & = joins results of further samples; [ ] = dose if it differs, or a comment. The call rests on the fitted dose curve; in most records, active means well fitted curve in the direction sought with a large enough effect; inconclusive means small, poorly fitted or top-dose-only effect, or another doubt; inactive means no such curve, though single readings can be large; an effect the other way counts as inactive or inconclusive. Potency means the concentration at half of the fitted maximal effect. This is a subset (hit frequency here may not be typical).

cpd | compound | HepG2 tox | A549 tox | ATXN viability | TGFb inhibitor | Nrf2 block | Nrf2 activator | MCF10A rereplic | ATXN2 expr inh | EPAC2 antagonist
1 | COc1ccc(/C=C/c2nc3ccccc3c(=O)n2-c2ccc(C)cc2)cc1O | -13% | 16% | . | -22% | . | 5.0% | . | . | .
2 | CC(C)(C)C(=O)N1Cc2cc(N3CCOCC3)ccc2-n2nncc2C1 | 4% | . | i | -6% | . | -0.7% | . | 1% | -2%
3 | Cc1cc(N2CCN(C)CC2)nc2ccccc12 | 0% | 4% | i | 5% | 15% | 0.1% | 4% | ? | 2%
4 | Cc1ccc(S(=O)(=O)NN=Cc2cc(Cl)ccc2O)cc1 | -4% | -4% | i | -1% | 1% | 10% | ? | 12% | ?
5 | COC(=O)C(C)Oc1cc(C)cc2oc(=O)c3c(c12)CCCC3 (centres undefined) | -17% | -13% | i | -4% | -1% | 3.3% | 17% | 13% | -1%
6 | O=P(NS(=O)(=O)c1ccc(Br)cc1)(Oc1ccccc1)Oc1ccccc1 | 3% | -6% | i | 22% | 2% | -0.1% | 2% | -7% | -7%
7 | O=P(Nc1cccc(F)c1)(Oc1ccccc1F)Oc1ccccc1F | -47% | 3% | i | ? | -5% | 0.6% | ? | -30% | 35µM*
8 | CCOC(=O)c1cc(C)sc1/N=C/C1C(=O)NC(=S)NC1=O | 10% | 5% | i | 14% | -10% | 3.6% | ? | 8% | ?
9 | CCOC1=C2[C@@H](CN(S(=O)(=O)c3ccccc3C)[C@H]2c2ccc(Cl)cc2)[C@H]2C(=O)NC(=O)[C@H]2C1 | -21% | . | ? | -8% | . | 3.8% | . | -9% | -25%
10 | Cc1nc2ccccn2c1P(=S)(N1CCCCC1)N1CCCCC1 | -20% | 0% | i | -2% | ? | 0.5% | 21% | 2% | -7%
11 | COc1ccc(CCn2c(O)c(C=NC3CC3)c(=O)[nH]c2=O)cc1OC | -11% | 2% | i | -22% | ? | 0.0% | 0% | 0% | -3%
12 | COC(=O)C(O)(c1c(C)[nH]c2ccccc12)C(F)(F)F (centres undefined) | 0% | -2% | i | 7% | 7% | -0.6% | -5% | 3% | -1%
13 | O=C(N/N=C/c1c(O)n(Cc2ccc(F)cc2)c(=O)[nH]c1=O)c1ccccc1 | -50% | -6% | i | ? | 2% | 4.2% | -19% | -27% | 1%
14 | CCOc1ccc(-n2c(O)c(C=NCCN(CC)CC)c(=O)[nH]c2=O)cc1 | -7% | 4% | i | 0% | 3% | 2.6% | 1% | -15% | 0%
15 | Cc1cccc(C)c1-n1nnnc1C(c1cc2ccccc2o1)N1CCC(n2c(=O)[nH]c3ccccc32)CC1 (centres undefined) | -8% | . | ? | 7.1µM* | . | 4.4% | . | 5.6µM* | 13%
16 | OC12Oc3ccccc3C=C1N1CCC2CC1 (centres undefined) | 4% | 11% | i | 8% | . | -0.7% | 0% | -13% | 14%
17 | CC1(C)Cc2c(sc3nc4n(-c5ccccc5)c(=O)c(CCC(=O)O)nn4c(=O)c23)CO1 | 8% | -1% | i | 24% | 7% | -0.7% | 11% | 2% | ?
18 | Cc1cccc(C#N)c1 | 3% | -3% | i | 20% | 21% | -0.8% | 2% | 0% | -11%
19 | COc1cccc(C(=O)C2CCCN(Cc3ccc4nsnc4c3)C2)c1 (centres undefined) | -5% | -1% | i | 4% | -3% | -0.4% | 1% | -9% | 4%
20 | ON1C2CCCCC2N(O)C1c1ccccc1 (centres undefined) | 1% | -6% | ? | 1% | 8% | -0.8% | -8% | -4% | 8%
21 | COc1cccc(C(=O)C2CCCN(Cc3ccc(F)cc3)C2)c1 (centres undefined) | -15% | -2% | i | 3% | 3% | -0.7% | 13% | -7% | -11%
22 | CCOC(=O)CNC(=O)N1Cc2ccc(Br)cc2-n2nncc2C1 | 12% | . | i | -21% | . | 0.5% | . | 8% | -16%
23 | O=c1c2ccccc2nc(/C=C/c2cccnc2)n1Cc1ccccc1 | 0% | -1% | i | -2% | -2% | 15% | 12% | -27% | -21%
24 | CCOC(=O)c1ccc(N=C(c2ccccc2)c2c(O)n(C)c(=O)n(C)c2=O)cc1 | -2% | -2% | i | -7% | -5% | 4.8% | -30%[inhibitor] | -9% | 2%
25 | CC1CN(O)C2CCc3nonc3C12O (centres undefined) | 11% | -3% | i | 7% | -6% | -0.8% | -6% | -10% | 0%[57.1 µM]
26 | Cc1oc2cc3oc(=O)c(CCC(=O)N4CCCCC4)c(C)c3cc2c1C | -18% | 7% | i | -28% | ? | 11% | . | 3% | .
27 | CC(C)c1ccc(OCC(=O)N2CCN(C)CC2)c(Br)c1 | -13% | 18% | i | 1% | 7% | 0.3% | ? | 0% | -3%
28 | COc1ccc(OCC(=O)N2CCN(Cc3c[nH]c4ccccc34)CC2)cc1 | -1% | -5% | i | -53% | -2% | ? | 15% | -12% | 3%
29 | CC(=O)OC1C2CCCC1C(N1CCCC1)CC2 (centres undefined) | 12%&-2% | -3%&2% | i | 9%&-2% | . | 0.1%&0.4% | -2%&3% | -5%&-9% | 0%&-1%
30 | CCOC(=O)[C@]12Cc3ccccc3[C@H]1N(CCC(=O)OC)C(=O)c1cc(OC)ccc12 | . | . | ? | . | . | 7.9% | . | ? | -14%

Reformatted screen by screen: entries from further up
#19 COc1cccc(C(=O)C2CCCN(Cc3ccc4nsnc4c3)C2)c1 (centres undefined)
#3 Cc1cc(N2CCN(C)CC2)nc2ccccc12
assay / compound,19,3
HepG2 tox,-5%,0%
A549 tox,-1%,4%
ATXN viability,i,i
TGFb inhibitor,4%,5%
Nrf2 block,-3%,15%
Nrf2 activator,-0.4%,0.1%
MCF10A rereplic,1%,4%
ATXN2 expr inh,-9%,?
EPAC2 antagonist,4%,2%

Following part:
cpd | compound | HepG2 tox | A549 tox | ATXN viability | TGFb inhibitor | Nrf2 block | Nrf2 activator | MCF10A rereplic | ATXN2 expr inh | EPAC2 antagonist
31 | COP(=O)(C#Cc1ccccc1)C(O)c1ccc(Br)cc1 (centres undefined) | 2% | 0% | i | -7% | -24% | 4.4% | 0% | 20% | -5%
32 | CC(=O)/C=C/c1ccccc1 | -8% | 3% | i | 3% | 5% | -2.6% | 2% | 4% | -4%
33 | CN1C(=O)c2ccccc2NC(=O)[C@]12O[C@@H]2c1ccccc1 | -8% | 7% | i | 1% | 1% | -0.1% | -3% | -3% | 8%
34 | CN1C(=O)C(=Cc2ccccc2OCc2ccc(C(=O)O)cc2)C(=O)N(C)C1=O | -11% | -7% | i | -18% | -10% | 3.0% | ? | 15% | -7%
35 | O=c1[nH]c(=S)[nH]c(O)c1/C=N/N1CCOCC1 | 1% | 0% | i | -12% | 0% | -0.6% | 1% | . | 2%
36 | CCc1ccc(-c2nn(Cc3ccccc3)cc2C=O)cc1 | 2% | 0% | i | 0% | 15% | 3.9% | 0% | 35%[activator] | -21%
37 | O=[N+]([O-])c1ccc(CN2CC=C(c3ccccc3)CC2)cc1 | 2% | -2% | i | -18% | ? | 0.3% | 17% | 25% | -2%
38 | COc1cc2c(c(OC)c1OC)-c1ccc(O)c(=O)cc1[C@@H](N)CC2 | -26% | -17% | ? | -9% | 11% | -1.5% | -1% | ? | 17%
39 | CCN(CC)c1ccc(CNCCc2ccc(F)cc2)cc1 | -85% | 0% | i | ? | ? | 4.3% | 27% | -30% | -1%
40 | CC1CCCC(C2(O)C(=O)Nc3ccccc32)C1=O (centres undefined) | 0% | -2% | i | -18% | ? | 0.0% | ? | -74% | -5%
41 | C[C@H](CCC(=O)O)[C@H]1CC[C@H]2[C@@H]3C(=O)C[C@@H]4CC(=O)CC[C@]4(C)[C@H]3CC(=O)[C@]12C | 3% | -4% | i | 3% | 1% | -0.2% | ? | 7%&2% | 10%
42 | C=CCn1c(O)c(C(C)=NCC2CCCO2)c(=O)[nH]c1=O (centres undefined) | -6% | -2% | i | 2% | -1% | 0.0% | 5% | 1% | -3%
43 | Cc1cc(OCC(=O)NC(Cc2ccc(Cl)cc2)C(=O)O)c2c3c(c(=O)oc2c1)CCC3 (centres undefined) | 0% | -3% | i | 4% | 1% | -0.7% | 12% | -1% | 3%
44 | CCOC(=O)[C@@]1(C#N)C(c2ccc(Cl)c(Cl)c2)[C@H](C(N)=O)N2C=C(C(C)=O)C=C[C@H]21 (some centres undefined) | 8% | 1% | i | 35%[activator] | ? | 1.7% | ? | -7% | 6%
45 | CCn1ccnc1CN1CCCC(C(=O)c2ccc(SC)cc2)C1 (centres undefined) | -32% | 5% | i | -27% | -30% | 2.4% | 8% | . | 1%
46 | O=C1NCN(c2ccccc2)C12CCN(C(c1nnnn1Cc1ccccc1)C1CC1)CC2 (centres undefined) | 12% | . | ? | ? | . | -0.3% | . | -7% | -11%
47 | COc1ccc(NC(=O)N2CCC3(CC2)OCCO3)cc1OC | -1% | ? | i | 30% | 5% | 0.5% | -11% | -21% | -11%
48 | CCCCCCn1c(=O)c(C(=O)Nc2nc(CC(=O)OCC)cs2)c(O)c2ccccc21 | -5% | -8% | i | -1% | -15% | 0.2% | ? | -25% | 0%
49 | Cc1cc(C)cc(NC(=S)NC2CC3CCCC(C2)N3Cc2cccs2)c1 (centres undefined) | -51% | ? | ? | ? | -1% | 3.3% | 3% | -33% | -20%
50 | O=C(Cc1ccc(S(=O)(=O)N2CCCC2)s1)N1CCN(c2ccc(F)cc2)CC1 | 4% | -12% | i | 1% | 18µM* | -0.6% | 13% | . | -2%
51 | COC(=O)c1c2[n+](cc3cc(OC)c(OC)cc13)CCc1cc(OC)c(OC)cc1-2 | -44% | -2% | i | 5% | -15% | 0.3% | 0% | -6% | 7%
52 | Cc1ccc(N2C(=O)NC(=O)/C(=C/c3ccoc3)C2=O)cc1 | 1% | 3% | i | 64%[activator] | 1% | 0.1% | -1% | -14% | 24%
53 | Cc1cccc(C)c1NC(=O)Cn1c(=O)n(CC2CCC(C(=O)NCCc3ccccc3)CC2)c(=O)c2ccccc21 (centres undefined) | -33% | 2% | i | 43%[activator] | 4% | 0.0% | . | 5% | .
